High-throughput results deposited in PubChem BioAssay by several laboratories.
FAK inh = inhibitors of human focal adhesion kinase; Q05397; biochemical FAK kinase activity assay; inhibition, %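 (tested at 7 µM)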; 97,000 tested, 0.84% active; in the data active means inhibition above about 19%;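 further: 0% = DMSO and 100% = reference compound high control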
E coli WT exp = growth inhibitors of E. coli BW25113 wild type; OD600 absorbance; growth inhibition, % at 100 µM; 98,000 tested, 0.15% active; AID 710;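 active means growth inhibition above about 50% at one test dose, limit read from the data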;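 further: growth measured after 20 h incubation at 37 °C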
PLAP act = human PLAP activation; 96,000 tested, 1.2% active; activation fold at 20 µM; AID 696; purified PLAP enzyme, luminescent substrate read-out; stronger effect = higher value; P05187; in the data active means activation fold above about 2
Target sequence (P05187 whole entry, looked up): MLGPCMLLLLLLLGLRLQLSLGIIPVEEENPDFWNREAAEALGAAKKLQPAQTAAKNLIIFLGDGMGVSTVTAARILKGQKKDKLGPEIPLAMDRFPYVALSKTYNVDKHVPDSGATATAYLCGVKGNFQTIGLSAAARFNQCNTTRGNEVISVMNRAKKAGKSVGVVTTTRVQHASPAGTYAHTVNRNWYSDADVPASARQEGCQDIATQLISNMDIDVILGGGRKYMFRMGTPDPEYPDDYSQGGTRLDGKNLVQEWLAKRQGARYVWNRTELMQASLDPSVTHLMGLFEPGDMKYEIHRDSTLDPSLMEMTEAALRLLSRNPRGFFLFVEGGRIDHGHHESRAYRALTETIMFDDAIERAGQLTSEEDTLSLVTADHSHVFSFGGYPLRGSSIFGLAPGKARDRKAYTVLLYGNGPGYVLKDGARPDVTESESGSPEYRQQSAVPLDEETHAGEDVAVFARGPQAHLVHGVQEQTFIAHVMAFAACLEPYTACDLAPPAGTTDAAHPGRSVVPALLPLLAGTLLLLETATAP
Active calls of the source: *.

SMILES | FAK inh | E coli WT exp | PLAP act
C/C(=N\Nc1nnc(C)c(=O)[nH]1)C(=O)O | 0.0 | -4.0 | 1.9
O=C(Nc1ccc(OC(=O)c2ccccc2)c(-c2nc3ccccc3s2)c1)c1ccccc1 | -4.5 | -5.0 | 1
O=C(CNS(=O)(=O)c1ccccc1)OCC(=O)c1ccc(OC(=O)c2ccccc2)cc1 | -2.3 | -1.0 | 0.9
N=C1SCC(=O)N1c1nc(-c2ccccc2)cs1 | -8.8 | -14.0 | 1
ONC(=Nc1ccccc1)c1ccccc1Cl | 0.6 | -9.0 | 0.8
O=C(c1ccc(Cl)cc1)c1cnc(-c2ccc(Cl)cc2)s1 | 1.1 | -6.0 | 0.8
O=C(NNC(=O)c1ccccc1Br)c1ccc(Cl)c(Cl)c1 | -6.0 | -3.0 | 1.3
c1ccc(-c2cn3nc(-c4ccccc4)c(-c4ccccc4)nc3n2)cc1 | 0.2 | -18.0 | 1.1
CCn1c(/C=C/c2cccc([N+](=O)[O-])c2)nc2ccccc2c1=O | 0.4 | -2.0 | 1.1
O=S(=O)(c1cc(-c2nc3ccccc3s2)ccc1Cl)N1CCOCC1 | -10.8 | -1.0 | 0.9

Arranged by the number under FAK inh (rising): 4 from the list above
molecule | FAK inh | PLAP act
O=C(CNS(=O)(=O)c1ccccc1)OCC(=O)c1ccc(OC(=O)c2ccccc2)cc1 | -2.3 | 0.9
c1ccc(-c2cn3nc(-c4ccccc4)c(-c4ccccc4)nc3n2)cc1 | 0.2 | 1.1
CCn1c(/C=C/c2cccc([N+](=O)[O-])c2)nc2ccccc2c1=O | 0.4 | 1.1
ONC(=Nc1ccccc1)c1ccccc1Cl | 0.6 | 0.8

(list continues)
SMILES | FAK inh | E coli WT exp | PLAP act
COc1ccc(C(=O)NC(Nc2ccccc2)C(Cl)(Cl)Cl)cc1 (stereo not drawn) | -7.2 | -5.0 | 1.1
O=c1c2cnn(-c3ccccc3)c2nnn1/N=C/c1cccnc1 | -3.6 | -9.0 | 0.9
CN(C)S(=O)(=O)Oc1ccsc1C(=O)Nc1ccccc1Cl | 0.0 | -2.0 | 0.9
C#CCSc1nnc(-c2sc(-c3ccccc3)nc2C)n1C | 0.2 | 3.0 | 0.8
Cc1cccc(OC(=O)CN2C(=O)C3C4CCC(C4)C3C2=O)c1C (stereo not drawn) | -1.4 | 0.0 | 0.9
CCc1cccc2c(C=C(C#N)C#N)cn(CC(=O)N3CCCCC3)c12 | -3.1 | -14.0 | 0.9
COC(=O)c1ccc(/C=C/C(=O)c2ccc(OC)cc2)cc1 | -2.1 | -6.0 | 0.8
Cc1ccccc1C1C(C#N)=C2NC(=O)c3c(sc4c3CCCCC4)N2C2=C1C(=O)CC(C)(C)C2 (stereo not drawn) | -10.7 | -15.0 | 1.1
O=C(Nc1nccs1)c1ccccc1N=Cc1ccccc1 | -3.1 | 4.0 | 0.8
OC(COCc1ccccc1)Cn1cnc2ccccc21 (stereo not drawn) | -0.8 | 3.0 | 1.2
Cc1nn2c(N3CCN(C(=O)c4ccco4)CC3)cc(C(C)(C)C)nc2c1-c1ccc(Cl)cc1 | -1.4 | -2.0 | 1.2
O=C(c1cnc(-c2ccc(Cl)cc2)s1)c1ccc(Cl)cc1Cl | -1.8 | -22.0 | 0.6
COc1cccc(C(=O)/C=C/c2ccc(SC)cc2)c1 | -13.2 | -13.0 | 0.7
O=C(NCCNc1ccc([N+](=O)[O-])cc1)c1ccccc1Br | 4.8 | 3.0 | 0.8
CC1CC(C)CN(C(=O)CNS(=O)(=O)c2ccc(Br)s2)C1 (stereo not drawn) | -8.5 | 3.0 | 1.5
CCN1CCN(C(=O)c2ccc(CSc3ccc(C)cc3)cc2)CC1 | -2.5 | 3.0 | 1.3
Cc1cc(NC(=S)NC(=O)CC(C)C)ccc1Br | -0.9 | 5.0 | 0.9
Cc1ccc2occ(C3N[C@H](C(=O)O)CS3)c(=O)c2c1 (stereo partly drawn) | 12.3 | 22.0 | 1.2
CCCn1nc2cc(C(=O)NCc3ccc(C)cc3)ccc2c1OCC | -0.4 | -1.0 | 1.1
Cc1ccsc1/C=N/n1c(-c2cccnc2)n[nH]c1=S | 7.4 | -9.0 | 1
CCn1cc(CNC(=O)/C=C/c2ccc([N+](=O)[O-])cc2)c(C)n1 | 0.6 | 3.0 | 0.9
CS(=O)(=O)N1N=C(c2ccc(Br)cc2)CC1c1ccc2c(c1)OCO2 (stereo not drawn) | 0.1 | -1.0 | 1
O=C(O)CONC(=O)c1cc(OCC(F)(F)F)ccc1OCC(F)(F)F | -4.7 | 9.0 | 1.1
CCc1ccc(-c2ccc(C(=O)C(F)(F)F)[nH]2)cc1 | -9.8 | -3.0 | 0.9
Cc1ccc(-n2nnnc2SCC(=O)NNC(=O)c2ccco2)c(C)c1 | -5.6 | -4.0 | 2*
CCS(=O)(=O)c1ccc2c(c1)N(S(C)(=O)=O)CC(C(=O)NCCOC)O2 (stereo not drawn) | -1.1 | 1.0 | 0.8
Cc1cnn(-c2cc(N/N=C/c3ccccc3F)ncn2)c1 | 3.8 | -13.0 | 1.1
COc1ccc(C=O)cc1COc1ccc(Cl)cc1[N+](=O)[O-] | 9.6 | -7.0 | 0.8
COc1ccc(C(=O)O/N=C/c2ccc(S(=O)c3ccc(Cl)cc3)nc2)cc1 (stereo not drawn) | -0.1 | -8.0 | 1.1
CCCCCc1nc2c(C#N)c(-c3ccc(Cl)cc3)ccn2n1 | -0.2 | -14.0 | 0.9
Cc1ccc(NC(=O)C(=S)NCc2ccco2)cc1 | -2.9 | -12.0 | 0.9
Cc1cc(NC(=O)c2c([N+](=O)[O-])cnn2C)no1 | 3.8 | 10.0 | 0.9
Nc1c(-c2ccc(Cl)cc2)cnn1-c1cccc([N+](=O)[O-])c1 | 9.9 | -5.0 | 1
O=[N+]([O-])c1cc(C(F)(F)F)ccc1N1CCN(S(=O)(=O)c2ccc3ccccc3c2)CC1 | 6.4 | -1.0 | 0.8
CC(C)NC(=O)c1onc(CSc2ccc(Cl)cc2)c1C(=O)O | 0.6 | -2.0 | 1
Cc1ccccc1N1CCN(C(=O)CCN2C(=O)c3ccccc3C2=O)CC1 | 4.1 | 0.0 | 1.3
COc1ccc(-c2noc(-c3cc4ccccc4oc3=O)n2)cc1 | 0.9 | -1.0 | 1
COc1cccc(-c2cc(C(F)(F)F)c3c(N)c(C#N)sc3n2)c1 | 2.0 | -14.0 | 0.9
CCOc1ccc2nc(NC(=O)CSc3nc(SC)ns3)sc2c1 | 0.8 | -8.0 | 1
COC(=O)CC1COc2ccccc2N1C(=O)c1ccc(C(C)(C)C)cc1 (stereo not drawn) | -1.2 | 1.0 | 1.3
O=C(CCN1CCC(c2ccccc2)C1)c1ccccc1 (stereo not drawn) | -8.3 | 4.0 | 1
CC(=O)c1cc(CC=C(C)C)c(O)cc1O | 14.3 | 16.0 | 1
COc1ccc(/C=N\NC(=O)C2=NNC(=O)C2C)cc1 (stereo not drawn) | -2.2 | 1.0 | 1
CCN(CC)CCN1C(=O)C(=O)/C(=C(/O)c2ccc(OC)cc2)C1c1cccs1 (stereo not drawn) | 1.0 | -2.0 | 1.4
O=S(=O)(c1ccc(Cl)cc1)c1cnc(-c2cccnc2)nc1-c1ccccc1 | 4.0 | -2.0 | 0.9
Cc1ccc(/C=N/NC(=O)c2cccs2)cc1[N+](=O)[O-] | 9.3 | 3.0 | 1.2
O=C(Nc1cccn(Cc2c(Cl)cccc2Cl)c1=O)c1ccc(Cl)cc1Cl | 4.1 | -23.0 | 0.9
Cc1onc(-c2ccccc2Cl)c1C(=O)Nc1ccc(N2CCOCC2)cc1 | -4.7 | -7.0 | 1.2
COC(=O)C(CCSC)NC(=O)CNS(=O)(=O)c1ccc(Br)cc1 (stereo not drawn) | 2.6 | 4.0 | 1.1
COCCn1c(Cc2ccccc2)nnc1SCc1nc2ccccc2c(=O)[nH]1 | 3.5 | -1.0 | 1
Next part:
SMILES | FAK inh | E coli WT exp | PLAP act
COc1cc(/C=C2/C(=N)N3OC(C)=CC3=NC2=O)ccc1OCCOc1ccc(C)cc1 | -1.6 | -5.0 | 0.9
Cc1cc(N)n(-c2ccccc2)n1 | -0.2 | 2.0 | 0.8
Cc1ccc(S(=O)(=O)Oc2ccccc2N2C(=O)C3CC=CCC3C2=O)cc1 (stereo not drawn) | -7.9 | -9.0 | 1.2
CC1CC/C(=C\c2ccc3c(c2)OCO3)C(=O)/C1=C/c1ccc2c(c1)OCO2 (stereo not drawn) | -1.4 | -12.0 | 0.7
CCN(CC)CC#CCC(C)(c1ccccc1)c1ccccc1 | 0.1 | 10.0 | 1.4
CCOC(=O)c1cc(C#N)c(SC)nc1-c1ccccc1 | 7.4 | 0.0 | 1.3
CCC(=O)NC(NCC1CCCO1)C(Cl)(Cl)Cl (stereo not drawn) | -6.2 | 3.0 | 0.9
COc1cccc(/C=N/NC(=O)CSc2nnc(C)n2-c2ccccc2)c1OC | 0.1 | 3.0 | 1
Nc1c(-c2ccccc2Cl)cnn1-c1cccc([N+](=O)[O-])c1 | 2.8 | 0.0 | 0.9
Cc1cccc(N=Cc2cc3c(cc2[N+](=O)[O-])OCO3)c1 | -1.0 | 11.0 | 1.1
Cc1cc(C(F)(F)F)n(-c2nc(C(=O)N/N=C/c3ccc(F)cc3)cs2)n1 | 3.1 | 4.0 | 1.2
O=C1S/C(=C\c2ccc(N3CCOCC3)o2)C(=O)N1Cc1c(F)cccc1Cl | -6.2 | -13.0 | 1
O=C1C2C3C=CC(CC3)C2C(=O)N1/N=C/c1ccccc1O (stereo not drawn) | 1.4 | -5.0 | 1.1
O=C(NCCc1ccccc1)C1(c2ccccc2)CC1(Cl)Cl (stereo not drawn) | 2.1 | -1.0 | 1
COc1cc(C2C(C(C)=O)=C(O)C(=O)N2c2ccc(Br)cn2)ccc1O (stereo not drawn) | -6.5 | -7.0 | 0.9
CCc1sc2nc(SCC(=O)Nc3cc(C)on3)n(-c3cccc(OC)c3)c(=O)c2c1C | 1.8 | -10.0 | 1
CCOC(=O)c1c(-c2ccccc2)nc2ccccn12 | 3.2 | 6.0 | 0.8
COC(=O)c1cc(F)c(-n2cncn2)c(F)c1 | 1.7 | 5.0 | 0.9
Cc1ccc(/C=N\NC(=O)C2COc3cc4ccccc4cc3O2)o1 (stereo not drawn) | 5.8 | -5.0 | 1.3
Cc1nn(C)cc1C(=O)NNC(=S)Nc1ccccc1 | 3.0 | 7.0 | 1.8
OCCNCc1cc(Br)ccc1OCc1ccc(Cl)cc1 | 0.5 | 32.0 | 1.1
C/C(=N\NC(=O)c1cccc(Cl)c1)c1cccc(NC(=O)C(C)C)c1 | 0.1 | -5.0 | 1
Brc1ccc(-c2csc(N3CCC(c4ccccc4)C3)n2)cc1 (stereo not drawn) | 0.7 | -20.0 | 0.7
CC1CCN(c2ccc(/C=N/n3nnnc3N)cc2[N+](=O)[O-])CC1 | 4.1 | 0.0 | 0.7
COCCNC(=O)c1cc2c3ccccc3n(C)c2s1 | 3.5 | 0.0 | 1.3
CCCc1nc2cc(CC(=O)OC)ccc2o1 | 5.5 | 3.0 | 1
O=C(CSCc1ccccc1)Nc1cccc(C(=O)Nc2ccc(C(=O)O)cc2)c1 | -0.6 | -4.0 | 0.9
O=C(Oc1ccc(OC(=O)c2ccco2)c(S(=O)(=O)c2ccc(Br)cc2)c1)c1ccco1 | 1.6 | -9.0 | 1.1
CCOC(=O)N1CCN(C(=O)CNCc2cccs2)CC1 | -3.7 | 0.0 | 0.9
CCOc1ccc(N2C(=O)CC(Sc3nc(-c4cccs4)cc(C(F)(F)F)c3C#N)C2=O)cc1 (stereo not drawn) | -6.8 | -12.0 | 1.2
C=CC(=O)NC(NC(=O)C=C)c1ccc(Br)cc1 | -3.1 | 5.0 | 0.9
Cc1cc2cc3c(cc2nc1SCC(=O)Nc1c(C)cccc1C)CCC3 | -8.3 | -12.0 | 0.9
COc1cccc(C(=O)O/N=C(\N)c2ccc([N+](=O)[O-])cc2)c1 | 7.3 | 8.0 | 1
C/C(=N/NC(=O)c1cn(-c2cccc(C)n2)cn1)c1ccc(C)cc1 | -1.1 | 1.0 | 1.1
CNc1nc(C)cc(C)c1S(=O)(=O)c1ccc(Cl)cc1 | 4.4 | 6.0 | 0.8
O=C(/C=C/Nc1ccccc1)c1ccc(Oc2ncccn2)cc1 | 0.1 | -4.0 | 0.8
NNC(=O)c1cn2ccccc2n1 | -0.6 | -2.0 | 1
CCOC(=O)c1cc(C(=O)Nc2cccc(C)c2)nn1C | -0.5 | 8.0 | 0.8
C=CCNC(=O)c1onc(CSc2cccc(C)c2)c1C(=O)O | 2.6 | -6.0 | 1.2
S=C(NCCC(c1ccccc1)c1ccccc1)Nc1ccccc1Cl | -1.7 | -24.0 | 1

Entries of single compounds from above:
Entry for Nc1c(-c2ccc(Cl)cc2)cnn1-c1cccc([N+](=O)[O-])c1 = FAK inh: 9.9; E coli WT exp: -5.0; PLAP act: 1
Entry for Cc1nn(C)cc1C(=O)NNC(=S)Nc1ccccc1 = FAK inh: 3.0; E coli WT exp: 7.0; PLAP act: 1.8
Entry for NNC(=O)c1cn2ccccc2n1 = FAK inh: -0.6; E coli WT exp: -2.0; PLAP act: 1

Further structures.
SMILES | FAK inh | E coli WT exp | PLAP act
CN(C)c1ccc(NC(=O)c2sc(SCC(=O)Nc3ccc(Br)cc3)nc2N)cc1 | 2.5 | -7.0 | 0.6
COc1cccc(OC)c1-c1nn2c(-c3cc(-c4ccccc4)n[nH]3)nnc2s1 | -239.7 | -1.0 | 1.5
Cc1ccccc1NC(=S)NC1CC2CCC(C1)N2Cc1ccco1 (stereo not drawn) | -4.3 | -5.0 | 1.1
FC(F)(F)c1cccc(NC(=S)Nc2cccc(Cl)c2)c1 | -0.9 | 50.0* | 1
CCCNC(=S)NC1CC2CCC(C1)N2Cc1ccccc1 (stereo not drawn) | -0.8 | 6.0 | 0.8
CCOC(=O)C1C(=O)NC(c2ccccc2)=NC1c1ccc(F)cc1 (stereo not drawn) | 5.4 | -4.0 | 0.9

An excerpt (hit frequency here may not be typical).
